Screening results as filed in PubChem BioAssay.
CHO-K1 Ca antag = counter-screen for M1 antagonists: effect in parental CHO-K1 cells; ATP-induced calcium, Fluo-8 fluorescence; inhibition, % at 3 µM; AID 602250; 0.6% of 360,000 active;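 active = inhibition above a per-plate cutoff, the plate's mean sample inhibition plus 3 SD, cut at about 24% in these data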;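 note: 0% = DMSO plus EC80 ATP and 100% = DMSO alone without ATP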
V1aR counter = V1a receptor agonism, counter-screen for OXTR agonists. P37288. CHO-V1R cells, Fluo-8 calcium fluorescence, agonist mode; 0% DMSO, 100% 3 nM vasopressin. activation, % at 3 µM. 0.25% of 320,000 active. AID 2797;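 active = activation above the mean activation of all tested compounds plus 3 SD, per screening run, cut at about 20% in these data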;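 note: signal is peak over basal fluorescence ratio across a 100 second FLIPR read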
CHO-K1 Ca PAM = M1 PAM counterscreen hit in parental CHO-K1 cells | ATP EC20, Fluo-8 calcium fluorescence; 0% at ATP EC20, 100% at ATP max | activation, % at 3 µM | 0.02% of 360,000 active | AID 602247;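 active = activation above the run cutoff, the mean activation of all test compounds plus 3 SD, cut at about 40% in these data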;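 note: peak over basal fluorescence ratio in a 140 s read after ATP addition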
CHO parental Ca = counter-screen for OX1R antagonists: effect in parental CHO cells; inhibition, % at 5.6 µM; parental CHO-K1, ATP-induced calcium, Fluo-8 fluorescence; 0.63% of 330,000 active;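 active = inhibition above that plate's mean sample inhibition plus 3 SD, cut at about 26% in these data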;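 note: 0% = ATP-challenged DMSO wells and 100% = DMSO wells without ATP; some compounds past the cut are filed as inactive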
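Material: Parental CHO cells | Reagent: ATP | Compound dosing: Single nominal dose of 5.6 µM per compound | Detection: Intracellular calcium via Fluo-8 no-wash fluorescent dye | Read-out: % inhibition of ATP-induced calcium mobilization | Benchmarks: Low control ATP plus DMSO, high control DMSO only | Replicates: Singlicate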
M1 ag parental = M1 agonist counterscreen hit in parental CHO-K1 cells | Fluo-8 calcium fluorescence; scaled to maximal ATP response, vehicle zero | activation, % at 3 µM | 0.48% of 360,000 active | AID 602248; in the data active = activation above about 15%;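 note: untransfected CHO-K1 host cells lacking M1 receptor as counterscreen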
TAAR1 antagonist = antagonists of human TAAR1; Q96RJ0; CHO RD-HGA16 TAAR1, Fluo-8 calcium fluorescence, antagonist; inhibition, % at 3 µM; 1.5% of 360,000 active;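 active = inhibition above a per-plate cutoff, the mean inhibition of test compounds on that plate plus 3 SD, cut at about 49% in these data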;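 note: 0% = DMSO plus EC80 beta-PEA response and 100% = DMSO alone without agonist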
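Test system: RD-HGA16 CHO cells with stable hTAAR1 and Gα16 / Probe or stimulus: EC80 β-phenethylamine stimulus / Times: seeding 17-24 h prior, 75-min 37 °C, 30-min RT dye loading / Detection: Fluo-8 calcium-sensitive fluorescence / Read-out basis: % inhibition scaled between DMSO and EC80 PEA controls / Repeats: singlicate, one well per test compound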
TAAR1 ag = human TAAR1 agonism. Q96RJ0. CHO RD-HGA16 TAAR1, Fluo-8 calcium fluorescence; vehicle wells 0%, saturating PEA agonist 100%. activation, % at 3 µM. 0.99% of 360,000 active;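 active = activation above the mean activation of all test compounds in the run plus 3 SD, cut at about 38% in these data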
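System: CHO RD-HGA16 cells carrying human TAAR1 plus Gα16; Incubation: 17-24 h seeding, 75 min 37 °C dye, 30 min RT; Measured by: Fluo-8 fluorescence, 5 s baseline then 140 s kinetic read; Control set: DMSO and PEA EC100; Replication: single well for each compound.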
CHRM1 agonist = human M1 muscarinic receptor agonism; P11229; CHO-K1 hM1, Fluo-8 calcium fluorescence, agonist mode; 0% DMSO, 100% acetylcholine EC100; activation, % at 3 µM; 0.33% of 360,000 active; AID 588814;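 active = activation above the run's mean compound activation plus 3 SD, cut at about 16% in these data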;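 note: peak over basal fluorescence ratio within a 140 s kinetic read after compound addition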
Target sequence (P11229 whole entry, looked up): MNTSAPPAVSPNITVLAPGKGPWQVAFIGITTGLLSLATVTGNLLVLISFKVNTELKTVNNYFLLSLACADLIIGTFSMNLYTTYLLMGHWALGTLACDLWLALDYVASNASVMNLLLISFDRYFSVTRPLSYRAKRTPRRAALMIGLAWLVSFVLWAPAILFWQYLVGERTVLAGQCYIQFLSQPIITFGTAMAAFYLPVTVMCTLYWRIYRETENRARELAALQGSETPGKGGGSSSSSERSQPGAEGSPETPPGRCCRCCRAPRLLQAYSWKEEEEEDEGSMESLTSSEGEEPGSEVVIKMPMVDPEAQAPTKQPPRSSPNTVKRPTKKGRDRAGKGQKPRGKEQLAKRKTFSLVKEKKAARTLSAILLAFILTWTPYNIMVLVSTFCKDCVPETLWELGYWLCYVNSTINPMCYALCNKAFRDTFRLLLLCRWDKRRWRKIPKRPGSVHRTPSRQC
OXTR potentiate = potentiators of human oxytocin receptor; P30559; activation, % at 3 µM; AID 2445; CHO-OTR cells, Fluo-8 calcium fluorescence, potentiator mode; 0% = oxytocin EC15, 100% = EC100; 0.061% of 320,000 active;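 active = activation above that plate's cutoff, the mean activation of tested compounds plus 3 SD, cut at about 6.6% in these data, passing the limit was not always enough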;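 note: 100% uses oxytocin at 75 nM as the full agonist control; some results filed as inactive read as strong as hits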
Target sequence (P30559 whole entry, looked up): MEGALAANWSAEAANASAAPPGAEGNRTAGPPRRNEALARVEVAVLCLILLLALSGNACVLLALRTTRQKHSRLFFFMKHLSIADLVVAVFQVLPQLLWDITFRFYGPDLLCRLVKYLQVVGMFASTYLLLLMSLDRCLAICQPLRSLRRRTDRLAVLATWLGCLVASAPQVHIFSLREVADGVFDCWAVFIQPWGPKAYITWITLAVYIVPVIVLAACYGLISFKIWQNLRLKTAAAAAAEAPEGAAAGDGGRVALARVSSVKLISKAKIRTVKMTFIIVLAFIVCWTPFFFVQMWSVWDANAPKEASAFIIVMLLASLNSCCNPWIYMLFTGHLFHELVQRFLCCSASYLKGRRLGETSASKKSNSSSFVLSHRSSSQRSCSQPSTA
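assay system = CHO-OTR cells, human receptor | schedule = compound 6 min at room temperature before oxytocin, 100 s read | detection = Fluo-8 intracellular calcium fluorescence, ex 470-495, em 515-575 nm | evaluation = normalized max/min fluorescence ratio, % activation | control set = EC15 oxytocin alone as 0%, 75 nM oxytocin (EC100) as 100%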
Numbers without * were called inactive.

How did CCOc1ccccc1NC(=O)CN(C)S(=O)(=O)c1cccc2nsnc12 do in these assays?
CHO-K1 Ca antag: -5.8; V1aR counter: 0.0; CHO-K1 Ca PAM: 1.1; CHO parental Ca: -15.9; M1 ag parental: 1.1; TAAR1 antagonist: -10.8; TAAR1 ag: 4.3; CHRM1 agonist: -3.4; OXTR potentiate: -1.2

How did COc1ccc(-c2csc(C(NC(C)=O)c3cccc(F)c3)n2)cn1 (stereo unspecified) do in these assays?
CHO-K1 Ca antag: 3.7; CHO-K1 Ca PAM: -10.3; M1 ag parental: 0.4; TAAR1 antagonist: -21.7; TAAR1 ag: 0.2; CHRM1 agonist: -1.4

Results for COC(=O)c1cc(Cl)c(NC(=O)/C=C/c2ccc(Cl)cc2)cc1OC ?
CHO-K1 Ca antag: -13.7; V1aR counter: -0.2; CHO-K1 Ca PAM: 12.5; CHO parental Ca: -29.9; M1 ag parental: 2.3; TAAR1 antagonist: 19.4; TAAR1 ag: 0.6; CHRM1 agonist: -6.6; OXTR potentiate: -5.4

How did CCOc1ccc(OC(=O)c2cccc(S(=O)(=O)N3CCN(C)CC3)c2)cc1 do in these assays?
CHO-K1 Ca antag: -6.7; V1aR counter: 4.4; CHO-K1 Ca PAM: 11.9; CHO parental Ca: -22.6; M1 ag parental: 3.8; TAAR1 antagonist: 2.8; TAAR1 ag: 1.6; CHRM1 agonist: -1.4; OXTR potentiate: -2.2

Results for Cc1ccc(NS(=O)(=O)c2cc(NC(=O)c3cc4c(s3)CCCC4)ccc2C)c(C)c1 ?
CHO-K1 Ca antag: 10.5; V1aR counter: 0.0; CHO-K1 Ca PAM: -8.1; CHO parental Ca: -23.3; M1 ag parental: -0.2; TAAR1 antagonist: -1.6; TAAR1 ag: 0.2; CHRM1 agonist: -4.9; OXTR potentiate: -10.2

Results for CS(=O)(=O)c1ccc(C(=O)CN2C(=O)NC3(CCCc4ccccc43)C2=O)cc1 (stereo unspecified) ?
CHO-K1 Ca antag: -5.7; V1aR counter: 1.2; CHO-K1 Ca PAM: -2.5; CHO parental Ca: -3.3; M1 ag parental: 0.5; TAAR1 antagonist: -13.0; TAAR1 ag: 3.2; CHRM1 agonist: -3.7; OXTR potentiate: -5.8

Results for C=CC[n+]1c(C)csc1Nc1ccc(C)cc1 ?
CHO-K1 Ca antag: -13.6; V1aR counter: -2.0; CHO-K1 Ca PAM: 8.5; CHO parental Ca: -7.0; M1 ag parental: 0.0; TAAR1 antagonist: -4.9; TAAR1 ag: -1.4; CHRM1 agonist: -8.6; OXTR potentiate: -6.4

Results for CCCCOc1ncnc2c1[nH]c1ccc(OC)cc12 ?
V1aR counter: 3.3; CHO parental Ca: -11.7; TAAR1 antagonist: 8.4; TAAR1 ag: 5.6; OXTR potentiate: -8.5

Results for CC(C)N(Cc1cc2ccccc2[nH]c1=O)C(=O)C1CCCCC1 ?
CHO-K1 Ca antag: -8.6; V1aR counter: 0.1; CHO-K1 Ca PAM: 13.0; CHO parental Ca: -31.1; M1 ag parental: 0.3; TAAR1 antagonist: -8.2; TAAR1 ag: -1.9; CHRM1 agonist: -4.6; OXTR potentiate: -4.2

How did CSCC[C@H](NC(=O)c1cccc(S(=O)(=O)N2CCCCCC2)c1)c1nc2ccccc2[nH]1 do in these assays?
CHO-K1 Ca antag: -9.0; V1aR counter: 1.2; CHO-K1 Ca PAM: -1.0; CHO parental Ca: -3.9; M1 ag parental: 2.9; TAAR1 antagonist: 38.5; TAAR1 ag: 4.8; CHRM1 agonist: -2.5; OXTR potentiate: -6.0

What do the screens show for `COC(=O)[C@@H]1C[C@H]2CC[C@H](O)C[C@H]2N1Cc1ccc(C(F)(F)F)cc1`?
CHO-K1 Ca antag: -7.2; V1aR counter: -0.5; CHO-K1 Ca PAM: 1.5; CHO parental Ca: -12.5; M1 ag parental: 0.5; TAAR1 antagonist: 12.3; TAAR1 ag: 0.1; CHRM1 agonist: -3.1; OXTR potentiate: -5.6

Results for CCOc1ccc(/C=N/NC(=O)c2ccccc2C)cc1CN1CC2CC(C1)c1cccc(=O)n1C2 (stereo unspecified) ?
CHO-K1 Ca antag: -21.3; V1aR counter: -0.9; CHO-K1 Ca PAM: 11.1; CHO parental Ca: -31.7; M1 ag parental: -0.1; TAAR1 antagonist: 2.0; TAAR1 ag: 0.6; CHRM1 agonist: -3.6; OXTR potentiate: 0.2

Results for CN(CC(=O)Nc1ccc(F)cc1)C(=O)COC(=O)/C=C/c1ccc(OC(F)F)cc1 ?
CHO-K1 Ca antag: 15.9; V1aR counter: 4.2; CHO-K1 Ca PAM: -21.0; CHO parental Ca: -11.0; M1 ag parental: 1.1; TAAR1 antagonist: -35.4; TAAR1 ag: 4.7; CHRM1 agonist: -2.5; OXTR potentiate: -4.6

How did COc1ccc(NC(=O)CS(=O)(=O)c2ccccc2Cl)cc1 do in these assays?
CHO-K1 Ca antag: -2.8; V1aR counter: 1.0; CHO-K1 Ca PAM: -2.9; CHO parental Ca: -5.4; M1 ag parental: 0.2; TAAR1 antagonist: -21.9; TAAR1 ag: 6.2; CHRM1 agonist: -0.9; OXTR potentiate: -6.6

How did COc1ccc(N2CCN(C(=O)c3ccccc3NS(=O)(=O)c3ccccc3)CC2)cc1 do in these assays?
CHO-K1 Ca antag: -8.1; V1aR counter: 0.9; CHO-K1 Ca PAM: 29.8; CHO parental Ca: -13.5; M1 ag parental: 0.3; TAAR1 antagonist: -17.5; TAAR1 ag: 1.2; CHRM1 agonist: -2.6; OXTR potentiate: 1.7

Results for N#Cc1cc2cc3c(cc2nc1SCC(=O)OC1CCCCC1)OCO3 ?
CHO-K1 Ca antag: 8.2; V1aR counter: 0.2; CHO-K1 Ca PAM: 5.3; CHO parental Ca: -3.6; M1 ag parental: 0.1; TAAR1 antagonist: -3.5; TAAR1 ag: 7.8; CHRM1 agonist: -3.1; OXTR potentiate: -9.7

What do the screens show for `Cc1noc(C)c1C(=O)OCC(=O)Nc1cccc(F)c1`?
CHO-K1 Ca antag: -12.6; CHO-K1 Ca PAM: 11.1; M1 ag parental: 1.7; TAAR1 antagonist: 12.6; TAAR1 ag: 2.7; CHRM1 agonist: -4.0

Results for CCCNC(=O)c1cc(C2CCCCN2C(=O)OCC(C)C)on1 (stereo unspecified) ?
CHO-K1 Ca antag: 4.8; CHO-K1 Ca PAM: -11.9; M1 ag parental: -0.5; TAAR1 antagonist: -18.9; TAAR1 ag: -1.9; CHRM1 agonist: -9.4

What do the screens show for `COc1ccc(Cl)cc1CC=NNC(=O)c1cccc(C)c1O`?
CHO-K1 Ca antag: -6.5; CHO-K1 Ca PAM: 11.9; M1 ag parental: 0.3; TAAR1 antagonist: 2.3; TAAR1 ag: 7.5; CHRM1 agonist: -1.1

How did CSc1ccc(C(=O)C2CCCN(C(=O)Cc3nonc3C)C2)cc1 (stereo unspecified) do in these assays?
CHO-K1 Ca antag: -2.8; V1aR counter: 2.3; CHO-K1 Ca PAM: 14.9; CHO parental Ca: -7.7; M1 ag parental: 1.6; TAAR1 antagonist: 4.1; TAAR1 ag: 0.4; CHRM1 agonist: -8.3; OXTR potentiate: -8.6

How did CC(=O)Nc1cc(NC(C)=O)cc(C(=O)OCC(=O)Nc2ccc(S(=O)(=O)NC3=NCCCCC3)cc2)c1 do in these assays?
CHO-K1 Ca antag: 0.2; V1aR counter: 2.3; CHO-K1 Ca PAM: 8.7; CHO parental Ca: -7.2; M1 ag parental: 0.5; TAAR1 antagonist: -13.2; TAAR1 ag: 1.6; CHRM1 agonist: -4.9; OXTR potentiate: -4.2

What do the screens show for `CC(C)N(Cc1ccccc1)C(=O)CN1c2cccc3cccc(c23)S1(=O)=O`?
CHO-K1 Ca antag: -16.4; V1aR counter: 0.7; CHO-K1 Ca PAM: 6.2; CHO parental Ca: -27.2; M1 ag parental: 1.7; TAAR1 antagonist: 24.1; TAAR1 ag: 4.2; CHRM1 agonist: 2.5; OXTR potentiate: -6.7

How did CCc1c(C)nc2ccc(Br)cc2c1SCCC#N do in these assays?
CHO-K1 Ca antag: 9.0; V1aR counter: -1.2; CHO-K1 Ca PAM: 0.1; CHO parental Ca: -38.9; M1 ag parental: 0.0; TAAR1 antagonist: -14.9; TAAR1 ag: 1.3; CHRM1 agonist: -9.2; OXTR potentiate: -12.7

How did COC(=O)C1=C(C)N=C2SCCC(=O)N2C1c1cccs1 (stereo unspecified) do in these assays?
CHO-K1 Ca antag: 12.4; V1aR counter: -1.0; CHO-K1 Ca PAM: -8.0; CHO parental Ca: -4.6; M1 ag parental: -0.1; TAAR1 antagonist: 9.4; TAAR1 ag: 3.6; CHRM1 agonist: -4.7; OXTR potentiate: -14.4

How did CCCNC(=O)c1onc(CSc2ccccc2)c1C(=O)NCCC do in these assays?
CHO-K1 Ca antag: -13.9; V1aR counter: -0.7; CHO-K1 Ca PAM: 23.8; CHO parental Ca: -9.6; M1 ag parental: -0.1; TAAR1 antagonist: -29.3; TAAR1 ag: 1.6; CHRM1 agonist: -2.2; OXTR potentiate: -2.0

What do the screens show for `O=C(CSc1nc(O)cc(=O)n1-c1ccccc1)c1ccc(Br)cc1`?
CHO-K1 Ca antag: -11.3; V1aR counter: 0.2; CHO-K1 Ca PAM: 12.5; CHO parental Ca: 7.0; M1 ag parental: 1.1; TAAR1 antagonist: 1.1; TAAR1 ag: 1.3; CHRM1 agonist: -4.4; OXTR potentiate: -3.7

How did COc1ccc(NC(=O)N2CCCCC2)cc1 do in these assays?
CHO-K1 Ca antag: -8.0; V1aR counter: -0.6; CHO-K1 Ca PAM: 19.8; CHO parental Ca: -5.6; M1 ag parental: 0.3; TAAR1 antagonist: 0.3; TAAR1 ag: 9.7; CHRM1 agonist: -5.3; OXTR potentiate: -1.6

How did CCO[C@@H]1OC(C(=O)N2CCN(Cc3ccccc3)CC2)=C[C@H](C2CC2)[C@H]1CCCO do in these assays?
CHO-K1 Ca antag: -5.8; V1aR counter: 0.3; CHO-K1 Ca PAM: 1.4; CHO parental Ca: -24.7; M1 ag parental: -0.3; TAAR1 antagonist: 11.4; TAAR1 ag: 0.1; CHRM1 agonist: -5.1; OXTR potentiate: 7.1

How did CCCn1c(SCC(=O)NCc2ccco2)nc2c1c(=O)n(C)c(=O)n2C do in these assays?
CHO-K1 Ca antag: 2.4; V1aR counter: -0.1; CHO-K1 Ca PAM: 12.8; CHO parental Ca: -19.2; M1 ag parental: 0.6; TAAR1 antagonist: -4.5; TAAR1 ag: 1.3; CHRM1 agonist: -1.5; OXTR potentiate: 2.5
